Compound activity: PubChem BioAssay, several laboratories
HIV fusion peptide: inhibitors of HIV fusion peptide binding, primary screen, biochemical, uHTS, fluorescence dequenching (AID 1986) | cell-free peptide binding, fluorescence dequenching, 30 min; higher % means a stronger effect | inhibition, % at 20 µM, or IC50 in µM where a hit was titrated | actives 0.3% (n = 290,000); in the data active means inhibition mostly above about 52%, no sharp cut-off; inactive means mostly below about 76%; further: some results filed as inactive read as strong as hits
Yfh1-depleted yeast: enhancers of respiration in Yfh1-depleted yeast, dose response, Friedreich's ataxia, plus single-dose screen (AID 1465); S. cerevisiae Yfh1-off respiration, WST-1 reduction, 72 h; higher fold induction means a stronger effect; actives 0.074% (n = 220,000); one-dose fold induction at 50 µM; EC50 in µM for titrated hits;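 active means fold induction of absorbance versus untreated yeast above a set limit, then at least 30% activation at any dose in follow-up; inconclusive means repeats straddling the limit, or above it without dose testing; inactive means fold induction below the set limit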;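 further: activators that raise dye reduction in frataxin-depleted yeast; strong numbers were not always called active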
b-catenin transl: modulators of beta-catenin nuclear translocation, primary screen, imaging, HeLa cells, immunofluorescence, high-content; nuclear translocation activity, % at 5 µM; actives 0.3% (n = 190,000); AID 1665, 2009;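 active means nuclear translocation activity above 50% at 5 µM, with a well cell count of 50 or more; inconclusive means wells under 50 cells across six images, flagged as toxic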;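 further: per-cell ratio of nuclear to cytoplasmic median beta-catenin stain intensity; plate controls were DMSO negative control for no effect and GSK-3 inhibitor IX positive control for full effect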
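Test system: human HeLa cells, endogenous beta-catenin. Times: 24 h compound exposure, 37°C. Measured by: beta-catenin immunofluorescence imaging with DAPI.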
Ins promoter up: insulin promoter activators in MIN6 cells, imaging, high-content screening, mouse beta cells; MIN6 insulin promoter-GFP reporter; active compounds read high; z-score at 5 µM; actives 0.3% (n = 190,000);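 active means z-score above 3 at 5 µM with at least 500 cells counted in the well; inconclusive means wells under 500 cells, flagged as cytotoxic or low count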
WT yeast gro inh: growth inhibition of WT strain, primary screen, mitochondrial fusion inhibitor project, WT and mutant strains, chemical genetic. mitochondrial fusion phenotypic screen. inhibition, % at 10 µM. actives 2.1% (n = 190,000); in the data active means inhibition above about 58%; tested in S. cerevisiae
AID2073: inhibitors of Mint1-CaV2.2 protein interaction, biochemical, HTRF (AID 2073); HTRF protein-protein interaction, Mint1-CaV2.2; higher % means a stronger effect; inhibition, % at 20 µM; hits with a dose series show IC50 in µM; actives 0.19% (n = 290,000); in the data active means inhibition mostly above about 51%, no sharp cut-off; inconclusive means no clear call, values can overlap the other calls; inactive means mostly below about 53%; further: some results filed as inactive read as strong as hits
Autophagy mod: autophagy modulators in MEF cells, primary screen, imaging, high-content, MEF GFP-LC3. MEF GFP-LC3 puncta imaging; test concentration mostly 10 µM. calls only at 10 µM (by protocol). actives 0.98% (n = 190,000);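 active means percentage of spot-positive cells more than 3 SD above its plate mean, without a fluorescence outlier flag or 80% toxicity; inconclusive means no clear call, values can overlap the other calls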;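 further: spot-positive cell cutoff set from DMSO-treated cells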
MT stabilizer: microtubule stabilizers in HeLa cells, primary screen, imaging, high-content imaging; HeLa tubulin immunostaining HCS, 24 h; share of cells brighter than vehicle mean+2SD; % tubulin-high responders, % at 10 µM; actives 0.83% (n = 200,000);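 active means plate Z-score above 3 for both tubulin-high and condensed-nucleus cell shares, with cell loss under 80%, at 10 µM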;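 further: anti alpha tubulin signal scored within the nucleus-defined area of each cell; some results filed as inactive read as strong as hits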
Dynein cargo inh: inhibitors of GR-EGFP nuclear translocation, primary screen, dynein cargo transport inhibitor project, imaging, high-content, 3617.4 mouse cells. actives 0.47% (n = 220,000). z-score, hits read low. test concentration mostly 20 µM; stimulated with dexamethasone, 1 µM; active compounds read low;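 active means plate z-score of nuclear minus cytoplasmic receptor signal below a set negative limit, without overly bright fluorescence or cell loss, cut at about -3.5 in these data, passing the limit was not always enough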;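 further: z-score of nuclear minus cytoplasmic ring GR-EGFP intensity difference per well; some compounds called inactive have numbers as strong as hits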
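medium = tetracycline-free induction medium containing charcoal-stripped FBS | probe or stimulus = dexamethasone, 1.0 µM final | timing = 48 h induction, then 1 h compound, then 30 min agonist, 37 °C | detection = automated 10x imaging of fixed Hoechst-stained cells | read-out basis = nuclear versus cytoplasmic GR-EGFP signal, averaged per well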
WT yeast gro inh mutant strain: second read-out of WT yeast gro inh, no call of its own (marks repeat the call); inhibition, %; mitochondrial fusion phenotypic screen, mutant strain inhibition
Dynein cargo inh cytoplasmic EGFP: also measured in Dynein cargo inh; calls as there; z-score; measured here: cytoplasmic GR-EGFP intensity; active compounds read high
Dynein cargo inh nuclear GR-EGFP: second read-out of Dynein cargo inh, no call of its own (marks repeat the call); z-score; measured here: nuclear GR-EGFP intensity;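 lower value marks the stronger effect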
Dynein cargo inh cell count: also measured in Dynein cargo inh; calls as there; z-score; measured here: cell count per field
Ins promoter up cell count: also measured in Ins promoter up; calls as there; cell count; measured here: cytotoxicity, nuclei count;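 total cells summed across four imaged fields per well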
b-catenin transl cell count 5 µM: second read-out of b-catenin transl, no call of its own (marks repeat the call); cell count; measured here: cell count, cytotoxicity flag
MT stabilizer Hoechst-high %: recorded beside MT stabilizer, whose call it bears; % Hoechst-high responders; measured here: nuclear condensation Hoechst responders;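 share of cells brighter than vehicle mean plus two SD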
MT stabilizer cytotoxicity %: also measured in MT stabilizer; calls as there; toxicity, %; measured here: cytotoxicity by cell density;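 0% = mean cell density of plate MIN control wells and 100% = no cells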
Autophagy mod cell loss 18 h: further read-out of Autophagy mod, marked with its call; toxicity, %; measured here: cell loss, nuclei count;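 cell loss after 18 h compound exposure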
* hit, by the source's call; i = inactive; ? = inconclusive; · = not tested or not shown; + = active, no number.

Compound	HIV fusion peptide	Yfh1-depleted yeast	b-catenin transl	b-catenin transl cell count 5 µM	Ins promoter up	Ins promoter up cell count	WT yeast gro inh	WT yeast gro inh mutant strain	AID2073	Autophagy mod	Autophagy mod cell loss 18 h	MT stabilizer	MT stabilizer Hoechst-high %	MT stabilizer cytotoxicity %	Dynein cargo inh	Dynein cargo inh cytoplasmic EGFP	Dynein cargo inh nuclear GR-EGFP	Dynein cargo inh cell count
Cc1ccccc1NC(=O)CSc1nc2c(c(-c3ccco3)c1C#N)CCCC2	-1.4%	i	-0.4	1099	-0.12	1421	1.5	6.2	28.8%	i	1.0	1.9	0.9	7.6	-0.0447	0.0291	-0.179	0.664
O=C(NCc1ccco1)C1CN(S(=O)(=O)c2ccccc2)CCN1S(=O)(=O)c1ccccc1 (stereo not drawn)	1.8%	i	-2.5	956	0.43	1300	7.7	2.8	5.0%	i	-3.9	1.3	1.8	7.7	-0.582	-0.098	-0.353	0.747
Cc1ccc(-c2cc(C(=O)N3CCCc4ccccc43)no2)cc1	-0.2%	i	1.2	1579	-0.04	1535	64.4*	46.7*	-12.0%	i	23.8	2.0	2.1	8.5	-0.91	-0.247	-0.47	0.751
CN(C)NC(=S)Nc1ccc(Cl)cc1	-2.8%	i	4.3	1011	·	·	13.0	21.6	-9.0%	i	7.3	3.6	2.6	10.0	-0.112	-0.299	-0.0631	2.32
COc1ccc(-c2nc(NC(=O)Cn3cnnn3)sc2C)cc1	-0.7%	i	-1.0	1048	-0.96	1299	-8.0	5.7	-17.2%	i	0.5	3.0	3.4	9.2	-0.852	-0.189	-0.485	0.966
O=C1CC(Cc2ccccc2)C(=O)N1c1ncccn1 (stereo not drawn)	0.8%	i	-0.1	1582	0.96	1621	-15.0	-3.1	-6.6%	i	4.8	1.7	2.4	4.3	1.12	-0.0981	0.671	-0.327
O=S(=O)(NCCNc1nccc(C(F)(F)F)n1)c1ccccc1	-0.4%	i	-0.5	1301	0.23	1045	·	·	7.7%	·	·	·	·	·	0.188	-0.258	0.625	-0.302
COCCCNC(=O)c1ccc([N+](=O)[O-])cc1	1.0%	i	-1.8	1124	-0.32	1258	-8.4	0.5	-1.0%	i	-5.3	2.0	1.5	1.2	-0.089	-0.173	0.0139	-0.117
COc1cccc2nc3cc(C)c(C)cc3nc12	1.3%	i	-1.9	1100	-0.25	1421	·	·	23.4%	·	·	·	·	·	0.0266	-0.188	0.187	-0.733
CS(=O)(=O)c1sc2nc(-c3cccs3)cc(-c3ccccc3)c2c1N	78.2%	i	10.9	1160	-0.79	1223	-25.4	-25.3	35.3%	i	20.9	7.4	2.8	0.8	-0.403	-0.17	0.00117	0.227
COC(=O)c1c(C)oc2cc(Br)c(OCC(=O)C(C)(C)C)cc12	1.6%	i	·	·	-0.54	1434	6.4	-5.2	-3.7%	i	9.4	2.6	2.4	9.9	-1.27	-0.341	-0.514	-0.103
COc1ccc(-n2c(SCC(=O)Nc3nccs3)nnc2-c2ccccc2)cc1	15.4%	i	·	·	·	·	7.3	7.2	-3.3%	i	-14.3	2.7	1.6	6.9	1.03	0.0203	0.542	-0.831
CCSc1nc(-c2ccccc2)c(-c2ccccc2)n1CC(O)CO (stereo not drawn)	-0.6%	i	1.5	1040	-0.14	1253	0.1	6.3	-10.8%	i	1.8	6.7	3.0	8.2	2.91	0.479	1.55	-0.514
c1ccc(C[n+]2cccc3c4ccccc4ccc32)cc1	-0.3%	i	0.8	1260	?	·	4.3	13.7	7.3%	i	5.5	1.0	1.7	5.6	-1.17	-0.0595	-0.518	0.807
COc1cccc(Cn2c(NCc3cccnc3)nc3c2c(=O)n(C)c(=O)n3C)c1	-1.7%	i	0.2	1074	-0.89	1396	-26.0	-33.7	-7.6%	i	16.2	2.5	1.6	3.6	0.226	-0.17	-0.504	-0.605
CC(=O)c1cccc(NC(=S)NC(=O)c2ccc(C)cc2Cl)c1	-0.7%	i	2.7	851	-0.01	1692	12.8	-20.1	-7.1%	i	-2.2	10.5	0.8	10.0	0.301	-0.313	-0.0209	0.248
O=C(Nc1ccccc1F)N1CCCC1c1cccnc1 (stereo not drawn)	1.2%	i	-5.6	1231	0.23	1447	·	·	2.8%	·	·	·	·	·	-1.05	-0.19	-0.542	0.273
CCS(=O)(=O)c1nc2ccccc2n1Cc1ccccn1	0.4%	i	-0.8	1103	0.23	1309	-2.7	-2.3	1.1%	i	-0.9	2.6	1.8	2.3	0.51	-0.129	0.71	0.14
Cc1cc(C(=O)N/N=C2\CCCc3ccccc32)c(C)o1	2.7%	i	2.3	588	0.46	1303	-6.0	-3.4	1.4%	i	5.1	2.3	2.7	10.4	-0.685	-0.278	-0.38	0.435
Cc1cccc(N2CCN(Cc3cn(C)nc3-c3ccccc3F)CC2)n1	-1.0%	i	102.7*	181*	0.4	954	0.5	-11.4	-9.8%	i	46.0	33.6*	51.2*	59.1*	0.296	-0.3	-0.0325	-0.692
O=C(Nc1ccc(OCC(=O)N2CCN(S(=O)(=O)c3ccccc3)CC2)cc1)c1ccco1	-0.5%	i	1.1	1067	0.17	1235	0.1	-8.1	4.4%	i	26.4	5.4	2.6	10.0	-0.114	-0.179	0.515	-0.622
CCn1c(SCC(=O)c2cccs2)nnc1-c1ccco1	10.8%	i	-4.8	1045	0.19	1369	-23.1	-1.9	-1.6%	i	-7.6	2.5	2.3	5.5	-0.76	-0.22	-0.257	0.705
CC1CCc2nc(NC(=O)C3COc4ccccc4O3)sc2C1 (stereo not drawn)	-0.3%	i	3.6	1077	1.94	1637	52.2	49.7	-3.8%	i	2.0	2.6	1.8	7.9	-0.566	-0.168	-0.31	-0.245
CS(=O)(=O)N(CCc1ccccc1)CC(=O)NCc1cccnc1	3.6%	i	-0.7	1087	-0.21	1212	11.8	15.1	3.7%	i	1.9	3.4	2.5	4.9	-0.18	-0.196	-0.0658	-0.423
N=C1C(c2nc3ccccc3[nH]2)=C(O)CN1NC(=O)c1c[nH]c2ccccc12	-0.1%	i	-1.1	1017	0.08	1203	-14.9	-13.4	2.4%	i	10.6	3.8	2.6	7.4	-0.143	-0.222	-0.468	0.477
Cc1ccc(S(=O)(=O)N(C)/N=C/c2ccc(C(=O)O)cc2)cc1	0.6%	i	0.7	1060	·	·	8.2	12.4	-0.2%	i	8.2	3.6	1.6	1.6	-0.837	-0.313	-0.53	0.699
Cc1nn(S(=O)(=O)N2CCOCC2)c(C)c1Br	-1.0%	i	-0.2	1568	0.58	1412	-5.3	-17.5	6.0%	i	-16.5	3.0	2.2	5.3	-1.59	-0.25	-0.872	1.09
CC(C)(C)Nc1nc(C(N)=O)nc(N2CCOCC2)n1	-0.7%	i	·	·	-1.93	1344	0.2	8.9	-7.9%	i	1.1	3.6	2.0	4.4	-0.19	-0.246	-0.154	-0.366
Cc1cccn2c(=O)c(C=Nc3ccccc3)c(NCc3ccco3)nc12	1.3%	i	-0.2	1313	-0.23	1517	-8.1	0.9	-5.3%	i	-10.2	4.2	2.3	5.9	0.608	-0.289	0.565	-0.589
CCN1CCN(CC(=O)NC2CCCC2)C(=O)C1=O	0.5%	i	·	·	-0.22	991	10.6	0.0	5.2%	i	-1.2	2.1	4.2	6.8	0.627	-0.127	0.648	-0.303
COc1ccc(-n2nnnc2-c2ccccc2)cc1	-1.3%	i	·	·	-2.39	798	-24.4	-63.6	-1.0%	+	51.2*	36.3*	32.6*	78.7*	0.0794	-0.285	0.244	0.375
COc1cc(NC(=S)NN2CCN(C)CC2)cc(OC)c1	-1.3%	i	0.2	1048	0.49	1745	7.2	24.5	1.9%	i	-37.1	3.6	1.8	6.8	0.115	-0.179	-0.0798	-0.836
CCNC(=O)CN(c1ccccc1OC)S(=O)(=O)c1cccs1	-0.6%	i	-0.1	927	0.1	1403	0.8	2.3	2.6%	i	-1.2	2.7	2.5	4.6	-1.08	-0.209	-0.327	-0.199
O=C(O)C1CCCCC1C(=O)NCc1ccc(Cl)c(Cl)c1 (stereo not drawn)	0.6%	i	1.0	969	1.69	1374	-1.6	-10.1	?	i	-6.9	1.0	2.2	18.3	1.9	0.00117	1.68	-1.4
CN1CCN(C(=O)c2ccc(CN3CCOCC3)cc2)CC1	0.9%	i	-2.8	1033	-0.07	980	1.4	6.7	0.1%	i	-13.6	3.0	2.8	5.8	-0.833	-0.501	-0.343	0.647
Cc1ccc(-c2noc(C3CCCN(S(=O)(=O)c4ccc(S(=O)(=O)N(C)C)cc4)C3)n2)o1 (stereo not drawn)	0.7%	i	·	·	-0.47	802	-7.2	-3.5	-1.8%	i	-5.0	0.9	1.5	7.4	0.212	-0.018	0.195	-0.016
CCOc1ccccc1C(=O)Nc1cc(C(=O)NCC(C)C)ccc1Cl	4.7%	i	5.3	956	-0.46	1344	32.6	5.3	13.7%	i	0.0	4.7	2.2	1.7	-3.04	2.74	-0.988	-4.11
